Screening data deposited in PubChem BioAssay by Broad Institute.
INS-1E rescue: rescue of cytokine-induced death in INS-1E beta cells; INS-1E cytokine-induced death, ATP luminescence, 48 h; normalised: neutral wells 0, positive control 100; protection from cytokine-induced ATP loss, % at 10 µM; 20,000 compounds, 0.1% hits;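 active = mean replicate protection from cytokine-induced ATP loss at least 50% and at least 75% of replicates each reaching 50%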
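Assay system – rat INS-1E insulinoma cell line · Quantity – 8000 cells per well · Buffer or medium – RPMI without phenol red, 5% FBS · Schedule – 48 h co-treatment, 10 min post-lysis read · Technique – luminescent ATP assay (CellTiter-Glo)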
T cruzi intra: intracellular Trypanosoma cruzi inhibition. activity score (inhibition), % at 5.01 µM. 22,000 compounds, 4.9% hits. intracellular Trypanosoma cruzi in host cells, plate reader. AID 651903; in the data active = activity score above about 55%;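 note: parasites and compound incubated about four days before reading; 0% = median of neutral control wells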
The depositor's hits bear a star; x = not tested or not shown.

SMILES	INS-1E rescue	T cruzi intra
C[C@@H]1CN([C@H](C)CO)C(=O)c2cccc(NC(=O)C3CCCCC3)c2O[C@@H]1CN(C)Cc1ccc2c(c1)OCO2	-16	0
Cc1noc(C)c1NC(=O)N(C)C[C@H]1Oc2ccc(NC(=O)c3ccncc3)cc2CC(=O)N([C@@H](C)CO)C[C@H]1C	-4	-17
C[C@@H]1CN([C@H](C)CO)C(=O)CCCn2cc(nn2)CO[C@@H]1CN(C)C(=O)Nc1ccc(C(F)(F)F)cc1	x	-13
CC(C)NC(=O)N(C)C[C@@H]1Oc2ccc(NC(=O)Cc3ccccc3)cc2CC(=O)N([C@H](C)CO)C[C@@H]1C	2	-8
C[C@@H]1CN([C@H](C)CO)C(=O)Cc2cc(NC(=O)Nc3ccc(F)cc3)ccc2O[C@@H]1CN(C)Cc1ccc(C(F)(F)F)cc1	-76	60*
CNC[C@@H]1Oc2ccc(NS(C)(=O)=O)cc2C(=O)N([C@@H](C)CO)C[C@@H]1C	-7	-18
C[C@H](CO)N1C[C@H](C)[C@H](CN(C)C(=O)Nc2ccc(F)cc2)Oc2ccc(NC(=O)C3CCCCC3)cc2CC1=O	-1	-2
C[C@H]1CN([C@@H](C)CO)C(=O)c2cc(NC(=O)Nc3ccc4c(c3)OCO4)ccc2O[C@@H]1CN(C)Cc1ccc(Cl)c(Cl)c1	x	16
C[C@H](CO)N1C[C@H](C)[C@@H](CN(C)C(=O)Nc2cccc3ccccc23)Oc2ccc(NC(=O)C3CCCCC3)cc2C1=O	-1	-30
C[C@@H]1CN([C@H](C)CO)C(=O)c2cc(NC(=O)Nc3ccc(C(F)(F)F)cc3)ccc2O[C@@H]1CN(C)Cc1ccc(C(F)(F)F)cc1	-27	25
COc1ccc(NC(=O)Nc2cccc3c2O[C@H](CN(C)S(=O)(=O)c2ccc(OC)cc2)[C@H](C)CN([C@H](C)CO)C3=O)cc1	-6	-11
Cc1noc(C)c1S(=O)(=O)N(C)C[C@H]1Oc2ccc(NC(=O)C3CCCCC3)cc2CC(=O)N([C@@H](C)CO)C[C@H]1C	2	13
Cc1noc(C)c1NC(=O)N(C)C[C@H]1Oc2ccc(NC(=O)Nc3cccc4ccccc34)cc2C(=O)N([C@H](C)CO)C[C@@H]1C	-4	-13
C[C@@H]1CN([C@H](C)CO)C(=O)c2cc(NC(=O)C3CCCCC3)ccc2O[C@@H]1CN(C)C(=O)Nc1ccc(C(F)(F)F)cc1	-10	-7
Cc1ccc(S(=O)(=O)N(C)C[C@H]2Oc3ccc(NS(C)(=O)=O)cc3C(=O)N([C@@H](C)CO)C[C@@H]2C)cc1	x	0
C[C@H]1CN([C@@H](C)CO)C(=O)CCCn2cc(nn2)CO[C@H]1CN(C)S(=O)(=O)c1ccccc1	x	-13
O=C(N/N=C/c1ccc(O)cc1Br)c1ccccc1O	-43	-10
C[C@H]1CN([C@@H](C)CO)C(=O)c2cc(NC(=O)Cn3cnnn3)ccc2O[C@H]1CN(C)Cc1ccc(-c2ccccc2)cc1	-1	-10
C[C@@H]1CN([C@@H](C)CO)C(=O)c2cc(NC(=O)Nc3ccc(F)cc3)ccc2O[C@H]1CN(C)Cc1ccc(Oc2ccccc2)cc1	-22	-32
C[C@@H]1CN([C@H](C)CO)C(=O)c2cccc(NS(=O)(=O)c3cn(C)cn3)c2O[C@H]1CN(C)Cc1ccc(Cl)c(Cl)c1	1	1
C[C@H]1CN([C@@H](C)CO)C(=O)c2cccc(NC(=O)c3cnccn3)c2O[C@H]1CN(C)S(=O)(=O)c1ccc(F)cc1	5	13
C[C@@H]1CN([C@@H](C)CO)C(=O)Cc2cc(NC(=O)CCC(F)(F)F)ccc2O[C@@H]1CN(C)C(=O)Nc1ccccc1	13	-20
COc1ccc(S(=O)(=O)N(C)C[C@H]2Oc3c(NC(=O)Nc4ccc(F)cc4)cccc3C(=O)N([C@H](C)CO)C[C@@H]2C)cc1	-4	1
COc1ccc(S(=O)(=O)N(C)C[C@H]2Oc3c(NC(=O)Nc4ccccc4)cccc3C(=O)N([C@H](C)CO)C[C@@H]2C)cc1	1	9
COc1ccc(S(=O)(=O)Nc2ccc3c(c2)C(=O)N([C@H](C)CO)C[C@H](C)[C@@H](CN(C)CC2CC2)O3)cc1	4	-15
C[C@H]1CN([C@@H](C)CO)C(=O)c2cccc(NS(=O)(=O)c3ccccc3)c2O[C@@H]1CN(C)S(=O)(=O)c1cccs1	-1	7
C[C@@H]1CN([C@@H](C)CO)C(=O)c2cccc(NC(=O)C3CCOCC3)c2O[C@H]1CN(C)S(C)(=O)=O	11	-21
CC(C)NC(=O)Nc1ccc2c(c1)CC(=O)N([C@@H](C)CO)C[C@H](C)[C@@H](CN(C)S(=O)(=O)c1ccccc1)O2	9	-9
C[C@H](CO)N1C[C@H](C)[C@H](CN(C)Cc2ccc3c(c2)OCO3)Oc2ccc(NC(=O)c3ccncc3)cc2C1=O	-3	-8
COc1ccc(NC(=O)N(C)C[C@@H]2Oc3c(NS(=O)(=O)c4ccc(F)cc4)cccc3C(=O)N([C@H](C)CO)C[C@H]2C)cc1	3	-8
COc1ccc(NC(=O)Nc2ccc3c(c2)C(=O)N([C@H](C)CO)C[C@H](C)[C@@H](CN(C)Cc2ccc(C(F)(F)F)cc2)O3)cc1	-17	19
C[C@@H]1CN([C@@H](C)CO)C(=O)CCCn2cc(nn2)CO[C@H]1CN(C)C(=O)Nc1ccc(-c2cccs2)cc1	x	0
C[C@H](CO)N1C[C@H](C)[C@H](CN(C)S(=O)(=O)c2cn(C)cn2)Oc2ccc(NC(=O)Nc3ccccc3)cc2C1=O	x	-2
C[C@@H]1CCCCO[C@H](CN(C)S(=O)(=O)c2ccccc2)[C@@H](C)CN([C@H](C)CO)C(=O)c2cc(NC(=O)c3ccccc3)ccc2O1	4	9
COc1ccc(NC(=O)N(C)C[C@@H]2Oc3ccc(N(C)C)cc3C(=O)N([C@H](C)CO)C[C@@H]2C)cc1	9	-1
C[C@H](CO)N1C[C@H](C)[C@H](CN(C)Cc2ccc(C(=O)O)cc2)Oc2c(NC(=O)Nc3cccc4ccccc34)cccc2C1=O	-1	-18

Compounds shown so far with a thiophene ring, fused or not:
SMILES	INS-1E rescue	T cruzi intra
C[C@H]1CN([C@@H](C)CO)C(=O)c2cccc(NS(=O)(=O)c3ccccc3)c2O[C@@H]1CN(C)S(=O)(=O)c1cccs1	-1	7
C[C@@H]1CN([C@@H](C)CO)C(=O)CCCn2cc(nn2)CO[C@H]1CN(C)C(=O)Nc1ccc(-c2cccs2)cc1	x	0

Going on with the list:
SMILES	INS-1E rescue	T cruzi intra
C[C@H]1CN([C@@H](C)CO)C(=O)c2cc(NS(=O)(=O)c3ccc(F)cc3)ccc2O[C@H]1CN(C)S(=O)(=O)c1ccccc1	-10	32
C[C@@H]1CN([C@@H](C)CO)C(=O)c2cc(NC(=O)Nc3ccc4c(c3)OCO4)ccc2O[C@H]1CN(C)C	4	-1
COc1ccc(NC(=O)N(C)C[C@@H]2Oc3ncc(/C=C/c4ccccc4)cc3C(=O)N([C@H](C)CO)C[C@@H]2C)cc1	-9	36
Cc1ccc(S(=O)(=O)N(C)C[C@@H]2Oc3c(NC(=O)NC(C)C)cccc3C(=O)N([C@@H](C)CO)C[C@@H]2C)cc1	-4	-80
COc1ccccc1CN(C)C[C@@H]1OCc2cn(nn2)CCCC(=O)N([C@@H](C)CO)C[C@H]1C	x	-20
COc1ccc(S(=O)(=O)Nc2ccc3c(c2)C(=O)N([C@@H](C)CO)C[C@@H](C)[C@H](CN(C)Cc2ccncc2)O3)cc1	-2	2
C[C@H]1CN([C@@H](C)CO)C(=O)c2cccc(NC(=O)Nc3ccccc3)c2O[C@H]1CN(C)S(=O)(=O)c1ccccc1	-5	-13
COc1ccc(S(=O)(=O)Nc2ccc3c(c2)C(=O)N([C@H](C)CO)C[C@H](C)[C@@H](CN(C)Cc2ccc(Cl)c(Cl)c2)OCCCC[C@@H](C)O3)cc1	-69	73*
C[C@@H]1CN([C@H](C)CO)C(=O)Cc2cc(NC(=O)Nc3ccc(F)cc3)ccc2O[C@H]1CN(C)C(=O)NC1CCCCC1	20	-30
COc1ccc(S(=O)(=O)N(C)C[C@H]2Oc3ccc(NC(=O)CCC(F)(F)F)cc3C(=O)N([C@H](C)CO)C[C@H]2C)cc1	5	-1
C[C@H](CO)N1C[C@H](C)[C@@H](CN(C)C(=O)Nc2ccc(C(F)(F)F)cc2)Oc2ccc(N(C)C)cc2C1=O	-1	46
Cc1noc(C)c1NC(=O)N(C)C[C@@H]1Oc2ccc(NC(=O)Nc3ccc(F)cc3)cc2C(=O)N([C@@H](C)CO)C[C@@H]1C	9	-12
C[C@H](CO)N1C[C@H](C)[C@@H](CN(C)S(=O)(=O)c2cn(C)cn2)Oc2ccc(NC(=O)Nc3ccc4c(c3)OCO4)cc2C1=O	10	-5
Cc1noc(C)c1S(=O)(=O)Nc1ccc2c(c1)CC(=O)N([C@@H](C)CO)C[C@H](C)[C@@H](CN(C)C(=O)NC1CCCCC1)O2	27	-23
C[C@H](CO)N1C[C@H](C)[C@H](CN(C)Cc2ccc(C(=O)Nc3ccccc3N)cc2)Oc2c(NS(=O)(=O)c3cn(C)cn3)cccc2C1=O	8	-16
C[C@H](CO)N1C[C@H](C)[C@H](CN(C)C(=O)NC2CCCCC2)Oc2ccc(NC(=O)Cn3cnnn3)cc2C1=O	-2	0
CC(C)NC(=O)N(C)C[C@H]1Oc2ccc(NS(=O)(=O)c3ccccc3)cc2CC(=O)N([C@@H](C)CO)C[C@H]1C	13	-10
Cc1noc(C)c1S(=O)(=O)N(C)C[C@@H]1OCc2cnnn2CCCC(=O)N([C@H](C)CO)C[C@@H]1C	x	-2
C[C@@H]1CN([C@@H](C)CO)C(=O)c2cc(NC(=O)Nc3ccccc3)ccc2O[C@@H]1CN(C)S(=O)(=O)c1ccc(F)cc1	-2	-5
CNC[C@@H]1Oc2ccc(NC(=O)NC(C)C)cc2CC(=O)N([C@@H](C)CO)C[C@@H]1C	1	-8
C[C@H]1CN([C@@H](C)CO)C(=O)Cc2cc(NS(=O)(=O)c3cn(C)cn3)ccc2O[C@@H]1CN(C)Cc1ccc(C(F)(F)F)cc1	9	-31
C[C@@H]1CN([C@H](C)CO)C(=O)CCCn2nncc2CO[C@H]1CN(C)Cc1ccc2c(c1)OCCN2C	x	-8
C[C@H](CO)N1C[C@H](C)[C@@H](CN(C)S(=O)(=O)c2ccccc2)Oc2c(NC(=O)Nc3ccc4c(c3)OCO4)cccc2C1=O	-3	14
C[C@H]1CN([C@@H](C)CO)C(=O)c2cc(NC(=O)CCCN(C)C)ccc2O[C@H]1CN(C)Cc1ccc2c(c1)OCO2	x	-1
C[C@@H]1CN([C@@H](C)CO)C(=O)c2cccc(NC(=O)Nc3ccc(F)cc3)c2O[C@H]1CN(C)S(=O)(=O)c1cn(C)cn1	5	-6
C[C@@H]1CN([C@@H](C)CO)C(=O)Cc2cc(NS(=O)(=O)c3ccc(Cl)cc3)ccc2O[C@@H]1CN(C)S(=O)(=O)c1ccccc1	10	47
CC(C)NC(=O)N(C)C[C@H]1Oc2ccc(NC(=O)CCC(F)(F)F)cc2CC(=O)N([C@H](C)CO)C[C@H]1C	14	-29
COc1ccc(NC(=O)N(C)C[C@@H]2Oc3ccc(NC(=O)Nc4ccc5c(c4)OCO5)cc3CC(=O)N([C@H](C)CO)C[C@@H]2C)cc1	-18	-9
C[C@@H]1CN([C@H](C)CO)C(=O)c2cc(NS(C)(=O)=O)ccc2O[C@H]1CN(C)Cc1ccc(Cl)c(Cl)c1	0	4
C[C@H]1CN([C@@H](C)CO)C(=O)c2cc(NS(=O)(=O)c3ccccc3)ccc2O[C@@H]1CN(C)S(=O)(=O)c1ccc(F)cc1	-5	5
C[C@@H]1CN([C@H](C)CO)C(=O)CCCn2nncc2CO[C@@H]1CN(C)C(=O)Nc1ccccc1	x	-4
C[C@@H]1CN([C@H](C)CO)C(=O)c2cc(NC(=O)CCCN(C)C)ccc2O[C@H]1CN(C)S(=O)(=O)c1ccccc1	2	-10
Cc1noc(C)c1NC(=O)N(C)C[C@@H]1Oc2ccc(NC(=O)C3CC3)cc2C(=O)N([C@@H](C)CO)C[C@H]1C	5	5
CC(C)NC(=O)N(C)C[C@H]1OCCCC[C@@H](C)Oc2ccc(N(C)C)cc2C(=O)N([C@H](C)CO)C[C@@H]1C	7	-13
C[C@@H]1CN([C@H](C)CO)C(=O)c2cccc(NC(=O)NC3CCCCC3)c2O[C@@H]1CN(C)C(=O)Nc1ccccc1	6	24
C[C@H]1CN([C@@H](C)CO)C(=O)Cc2cc(NS(=O)(=O)c3ccc(Cl)cc3)ccc2O[C@@H]1CN(C)S(=O)(=O)c1ccccc1	9	9

Some of the entries above in another layout.
Order of values – INS-1E rescue	T cruzi intra
> C[C@@H]1CN([C@H](C)CO)C(=O)c2cc(NS(C)(=O)=O)ccc2O[C@H]1CN(C)Cc1ccc(Cl)c(Cl)c1
    0	4
> C[C@H]1CN([C@@H](C)CO)C(=O)c2cc(NS(=O)(=O)c3ccccc3)ccc2O[C@@H]1CN(C)S(=O)(=O)c1ccc(F)cc1
    -5	5
> C[C@@H]1CN([C@H](C)CO)C(=O)c2cccc(NC(=O)NC3CCCCC3)c2O[C@@H]1CN(C)C(=O)Nc1ccccc1
    6	24
> C[C@H]1CN([C@@H](C)CO)C(=O)Cc2cc(NS(=O)(=O)c3ccc(Cl)cc3)ccc2O[C@@H]1CN(C)S(=O)(=O)c1ccccc1
    9	9
